Bioassay records (PubChem)
Keap1-Nrf2 PPI: disrupts human Keap1 binding to Nrf2 peptide. Q14145. Keap1 Kelch-Nrf2 peptide fluorescence polarization, 1536-well. inhibition, % at 9.4 µM. 0.15% of 340,000 active; in the data active means inhibition above about 12%;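 further: human Keap1 Kelch domain with fluorescein labeled Nrf2 9mer peptide probe; 0% = neutral control wells and 100% = peptide positive control; higher means more block of Keap1 binding to Nrf2 peptide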
PKA-R2B activ: PKA-R2B complex activation. AID 504700. activation, % at 11.4 µM. PKA-R2B holoenzyme dissociation, Cy5-IP20 fluorescence polarization; R2B truncated from residue 108, S112A mutant; 0% DMSO only, 100% 113 µM cGMP. P22694+P31323. 0.079% of 340,000 active;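 active means activation above a cutoff set at the mean over all compounds plus 3 SD, cut at about 18% in these data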;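 further: higher means more holoenzyme dissociation and a rise in polarization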
Target sequence (P31323 whole entry, looked up, other chains not shown, the tested form may be a part): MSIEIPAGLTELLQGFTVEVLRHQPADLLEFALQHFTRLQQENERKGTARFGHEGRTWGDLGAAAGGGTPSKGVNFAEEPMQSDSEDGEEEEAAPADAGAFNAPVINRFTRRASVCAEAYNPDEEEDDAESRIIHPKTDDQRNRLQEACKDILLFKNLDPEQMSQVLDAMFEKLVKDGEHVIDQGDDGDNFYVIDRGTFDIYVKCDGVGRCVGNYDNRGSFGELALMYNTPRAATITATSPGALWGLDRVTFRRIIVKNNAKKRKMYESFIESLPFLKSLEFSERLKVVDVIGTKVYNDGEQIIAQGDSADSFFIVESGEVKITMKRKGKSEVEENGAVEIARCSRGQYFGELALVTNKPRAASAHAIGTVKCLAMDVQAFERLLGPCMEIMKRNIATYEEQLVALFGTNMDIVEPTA
RTF Ca sens inh: cardiac RTF calcium desensitization; inhibition, % at 7.15 µM; 0.12% of 340,000 active; P19429+P45379; IANBD-labeled cardiac RTF, Ca2+ fluorescence;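 active means inhibition above the mean inhibition of all tested compounds plus 3 SD, cut at about 17% in these data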;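 further: assay run at fixed EC70 calcium of 1.6 mM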
Arrestin-AP2 inh: blocks beta-arrestin peptide binding to AP2 adaptin | FITC-arrestin peptide / GST-AP2 beads, flow cytometry; AP2 beta2 appendage carries R879A mutation | inhibition, % at 10 µM | 0.31% of 340,000 active;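 active means inhibition above a set limit, near 3 SD of compounds lacking own fluorescence, cut at about 54% in these data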;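 further: plate controls were DMSO wells for no effect and 5 µM unlabelled arrestin peptide for full effect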
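system = GST-tagged AP2 beta2-adaptin appendage (R879A) on 4 µm glutathione beads | reagent = FITC-labelled arrestin peptide probe, 50 nM final | schedule = compound with beads 12 min RT, then probe 1 h RT | signal = HyperCyt-sampled flow cytometry, FL1 channel, ex 488/em 535 nm | read-out = percent response from loss of bead-bound FITC fluorescence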
SR-BI DiI-HDL act: enhances SR-BI lipid uptake from DiI-HDL; CHO ldlA[mSR-BI] cells, DiI-HDL uptake fluorescence, 3 h; 100 = double the neutral-control signal; 0.096% of 320,000 active; activation, % at 12.5 µM;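 active means mean replicate activation of at least 60% and every replicate at or above 60%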;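 further: 0% = median plate neutral-control signal and 100% = twice that signal; values of inactives mirror those of a sister screen read the other way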
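Test system: SR-BI-overexpressing, LDLR-lacking CHO cells; Also added: labelled HDL, 10 µg/mL; Measured by: bottom-read cell fluorescence after medium removal, ex 550/em 595 nm; Timing: 3 h uptake period with compound, 37 °C; Buffer or medium: F12, 0.5% BSA, 25 mM HEPES; Doses: single compound concentration, delivered by pin transfer.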
DAGLB inh: diacylglycerol lipase beta (human) inhibition. HEK293T DAGLB membrane lysate, EnzChek fluorogenic substrate. AID 504411. inhibition, % at 5.17 µM. 0.059% of 340,000 active. Q8NCG7; in the data active means inhibition above about 34%;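 further: 0% = enzyme with vehicle and 100% = wells lacking enzyme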
Target sequence (Q8NCG7 whole entry, looked up): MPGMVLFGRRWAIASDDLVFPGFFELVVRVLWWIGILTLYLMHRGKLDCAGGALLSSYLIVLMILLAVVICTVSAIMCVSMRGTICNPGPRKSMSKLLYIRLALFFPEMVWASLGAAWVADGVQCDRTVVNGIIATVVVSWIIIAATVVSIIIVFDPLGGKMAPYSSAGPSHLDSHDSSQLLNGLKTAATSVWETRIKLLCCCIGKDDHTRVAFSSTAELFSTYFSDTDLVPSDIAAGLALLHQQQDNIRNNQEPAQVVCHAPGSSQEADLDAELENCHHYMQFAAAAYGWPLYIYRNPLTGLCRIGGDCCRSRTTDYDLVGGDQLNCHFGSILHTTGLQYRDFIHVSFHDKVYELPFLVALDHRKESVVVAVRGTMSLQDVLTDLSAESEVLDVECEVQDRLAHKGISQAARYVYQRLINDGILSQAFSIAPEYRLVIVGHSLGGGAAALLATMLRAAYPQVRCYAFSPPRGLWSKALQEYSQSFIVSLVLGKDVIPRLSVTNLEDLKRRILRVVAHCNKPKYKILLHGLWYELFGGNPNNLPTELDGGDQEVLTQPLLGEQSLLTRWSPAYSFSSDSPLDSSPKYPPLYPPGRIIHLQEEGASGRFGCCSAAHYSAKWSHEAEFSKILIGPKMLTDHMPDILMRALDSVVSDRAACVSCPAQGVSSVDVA
C-LANA FP: inhibitors of KSHV LANA C-terminal domain DNA binding; MBP-C-LANA/FAM-LBS DNA binding, fluorescence polarization; inhibition, % at 9 µM; 0.078% of 340,000 active;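 active means highest replicate inhibition at or above 60% at 9 µM, even if other replicates fall short; inactive means all replicates below 60% inhibition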;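 further: 0% = neutral control wells and 100% = 4 µM acridine orange control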
NSD2 inh: NSD2 (human) methyltransferase inhibition; O96028; NSD2 peptide methylation, AlphaScreen, 120 min; inhibition, % at 12.5 µM; 0.54% of 310,000 active; AID 743445; in the data active means inhibition above about 50%
SR-BI HDL uptake: blocks mouse SR-BI lipid uptake from DiI-HDL. inhibition, % at 12.5 µM. 0.96% of 320,000 active. Q61009. ldlA[mSR-BI] CHO cells, DiI-HDL uptake fluorescence, 3 h. AID 488896;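 active means mean replicate inhibition of at least 70% and a set share of replicates each scoring 70 or more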;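 further: 0% = median of neutral control wells and 100% = median of positive control wells; values of inactives mirror those of a sister screen read the other way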
PvdQ acylase: P. aeruginosa PvdQ acylase inhibition | purified PvdQ acylase, fluorescence plate reader | inhibition, % at 10 µM | 0.063% of 340,000 active; in the data active means inhibition above about 30%, passing the limit was not always enough;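 further: 0% = vehicle neutral wells and 100% = reference inhibitor wells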
The depositor's hits bear a star; / = no result given.

SMILES	Keap1-Nrf2 PPI	PKA-R2B activ	RTF Ca sens inh	Arrestin-AP2 inh	SR-BI DiI-HDL act	DAGLB inh	C-LANA FP	NSD2 inh	SR-BI HDL uptake	PvdQ acylase
C=CCN(c1ccccc1)S(=O)(=O)c1cccc(C(=O)Oc2ccc3c(C)cc(=O)oc3c2)c1	-5.1	-0.9	-13.3	-11.1	8.7	4.4	3.4	-5.3	-8.7	-13.9
CC(C)(C)n1nnnc1C(c1cccc(C#N)c1)N1CCCc2ccccc21 (stereo not drawn)	-4.7	-18.7	0.3	-0.9	-40.2	-2.0	-0.5	/	40.2	8.6
O=C(NCc1ccccc1)N1CCN(CCO)CC1	-7.7	5.5	-2.5	-3.6	22.3	0.2	1.2	/	-22.3	-16.0
O=C(COc1ccc([N+](=O)[O-])cc1)N/N=C/c1cc([N+](=O)[O-])ccc1N1CCOCC1	-2.7	2.1	-1.5	3.5	-38.0	13.5	-0.4	1.4	38.0	-8.6
Cc1cccc(C)c1OCc1cc(C(=O)N(C)Cc2nc3ccccc3[nH]2)no1	-1.0	-4.2	-4.9	17.1	-26.5	0.1	0.4	-9.0	26.5	5.9
CC(c1ccc2c(c1)OCO2)n1c(=S)[nH]c2ccccc2c1=O (stereo not drawn)	-1.3	-2.2	-2.9	-12.0	-25.4	-0.8	-0.1	6.6	25.4	-1.7
CCN1C(=O)[C@H]2[C@@H](c3ccc(OC)cc3)N3C(=O)CN(CCOC)C(=O)[C@@]3(C)[C@H]2C1=O	0.1	-11.9	-87.0	0.1	3.3	-0.9	0.2	/	-3.3	-6.6
CON/C=C(\C=Nc1ccccc1)c1ncc(C(F)(F)F)cc1Cl	-1.4	-5.8	0.1	25.4	14.4	-8.0	0.7	-0.6	-14.4	5.3
COc1ccccc1CNC(=O)CN1C(=O)C(C)N(c2ccc(C)cc2)C1=O (stereo not drawn)	-4.1	4.8	-3.3	29.8	-8.1	-3.4	-0.8	-1.9	8.1	0.1
O=C1C(=O)N(Cc2cccnc2)C(c2ccccn2)/C1=C(/O)c1ccccc1 (stereo not drawn)	-1.3	3.1	3.3	3.5	5.3	-3.3	0.6	/	-5.3	-10.2
CC(C)c1cc(C(=O)N/N=C/c2ccoc2)cs1	-4.1	-0.4	-6.7	3.4	-1.0	-1.7	-0.3	/	1.0	-12.5
CCC(=O)Nc1c(-c2ccc(C)cc2)nc2ccc(C)cn12	-3.5	2.1	1.6	10.9	20.9	-4.5	1.0	-2.0	-20.9	4.7
Cn1cc([N+](=O)[O-])c(C(=O)NC2CCCCCCC2)n1	5.9	-6.9	-9.9	-1.2	13.9	-2.2	0.4	-1.6	-13.9	16.4
Cc1cc(NC(=O)C2CCCCC2)ncc1NC(=O)c1ccccn1	-5.8	0.2	-0.4	-5.5	-10.5	-4.7	-0.4	-5.7	10.5	-11.1
O=C(NCc1cccnc1)C1CCCN1S(=O)(=O)c1ccc(Cl)cc1 (stereo not drawn)	-5.9	-5.0	-5.4	-5.8	11.0	1.1	-0.1	-3.4	-11.0	-25.4
O=c1c(C(c2ccc(F)cc2)c2c(O)nc3n(c2=O)CCS3)c(O)nc2n1CCS2	3.4	0.2	-8.1	-7.5	27.9	1.7	1.6	6.6	-27.9	-10.8
Cc1noc(C)c1COc1cccc(C(=O)N2CCc3ccccc32)c1	-0.4	-3.0	-3.7	15.3	-9.6	3.3	-0.8	-8.3	9.6	-7.0
Nc1cc(N)cc(C(=O)Nc2ccc3c(c2)C(=O)NC3=O)c1	-0.5	-5.0	-3.9	6.3	23.6	1.9	-0.7	1.3	-23.6	-7.8
Cc1ccc(NC(=O)C(C)OC(=O)Cc2c[nH]c3ccccc23)cc1S(=O)(=O)N1CCOCC1 (stereo not drawn)	-4.3	-5.2	-15.5	5.2	-18.1	2.6	-1.7	3.1	18.1	-9.4
COc1cccc(CN2CCc3[nH]c(=S)[nH]c(=O)c3C2)c1	-0.9	-2.1	-3.4	12.6	23.8	1.3	-0.8	1.6	-23.8	-6.5
CCC(C)(C)NC(=O)C(c1ccccc1F)N(C(=O)c1ccn[nH]1)c1ccccc1 (stereo not drawn)	-1.8	-14.0	1.8	-5.4	-10.9	0.0	-0.9	-4.7	10.9	-18.1
CCc1cc(-c2nnc(SCC(=O)NC3CC3)n2C)cs1	-6.2	5.3	-6.0	-14.2	0.1	1.8	-0.3	5.0	-0.1	-8.4
c1ccc(-c2ccc(C3=Nn4c(nnc4-c4cc(-c5ccccc5)n[nH]4)SC3)cc2)cc1	1.6	-4.0	-0.3	5.8	-1.3	6.4	0.8	-1.0	1.3	-8.0
O=C(NCCCNC(=O)c1cnccn1)c1cccc(F)c1	4.0	-14.4	-3.4	-4.8	/	-0.3	3.4	8.1	/	-7.8
N#Cc1ccccc1CSc1nc(N2CCCCC2)nc(N2CCCCC2)n1	2.5	-4.5	-15.0	7.2	-20.9	-9.5	-0.5	/	20.9	0.3
CCCC1CC(C(=O)Nc2ccccc2)C(=O)O1 (stereo not drawn)	-1.8	-3.2	-4.0	-12.2	4.3	-1.4	0.1	-2.7	-4.3	-11.1
CCOC(=O)N1CCN(c2cc(N3CCN(CC)CC3)c(F)cc2[N+](=O)[O-])CC1C (stereo not drawn)	-2.6	-7.2	0.3	-4.5	-24.0	1.9	-1.5	27.6	24.0	12.6
Cn1c(=O)c2c(-c3ccccc3)n(Cc3ccccn3)cc2n(C)c1=O	-0.8	0.4	-36.9	4.3	34.4	-1.2	1.2	-1.5	-34.4	-9.9
O=C(NC1CCN(C(=O)Nc2ccccc2Cl)CC1)c1ccccc1	0.9	-1.4	-7.0	1.1	12.7	-0.7	-0.7	-2.8	-12.7	-6.8
COc1ccc(-c2noc(COc3ccc(Cl)c(C)c3)n2)cc1	-6.9	-0.4	-6.7	4.7	1.1	-8.5	1.1	/	-4.4	-23.7
O=C(NCc1ccccc1)c1onc(CSc2ccccn2)c1C(=O)NCc1ccccc1	-2.7	-3.8	-5.5	19.0	24.2	-5.1	-0.3	/	-24.2	0.2
CCCC(c1nnnn1C1CCCCC1)N1CCN(C2CCCC2)CC1 (stereo not drawn)	-0.9	3.1	2.1	11.5	12.6	-2.0	-0.1	1.5	-12.7	1.0
FC(F)(F)c1cc(-c2ccco2)nc(-n2nnc3ccccc32)n1	-0.2	2.9	-1.3	26.8	8.7	-0.1	-0.9	-0.4	-8.7	5.8
O=C(C1=NNCC1c1ccc(Cl)cc1)C1CO1 (stereo not drawn)	2.1	11.7	-6.7	36.9	3.7	-3.1	-1.0	3.3	-3.7	9.0
O=C(COc1cccc([N+](=O)[O-])c1)NN1C(=O)c2ccccc2C1=O	4.2	4.8	0.4	22.6	21.2	-2.9	-0.5	-2.0	-21.2	-1.3
CCC1CCCCN1C(=O)Nc1cc(Cl)ccc1OC (stereo not drawn)	1.9	-5.5	-1.1	40.6	32.7	-4.0	0.0	-0.2	-32.7	3.1
Cc1cc2c(c(=O)n1C1CC1)C(c1cccc(Cl)c1)C(C#N)=C(N)O2 (stereo not drawn)	-2.2	-4.0	-1.2	5.9	9.8	3.6	-1.8	0.2	-9.8	-4.3
COC(=O)Cn1c(=NC(=O)c2ccc(OC)cc2)sc2cc(OC)ccc21	4.3	-10.2	8.8	26.5	-70.9	-2.4	-1.8	-0.9	70.9*	5.1
Cc1ccc(NC(=O)CN2C(=O)NC(C)(C3CC3)C2=O)cc1S(=O)(=O)N1CCCCC1 (stereo not drawn)	-2.0	-8.8	-3.9	-11.4	0.3	-0.3	-0.3	-1.9	-0.3	-18.9
COc1ccc(C(C(=O)NCC2CCCO2)N(Cc2ccc(F)cc2)C(=O)CNC(=O)c2ccco2)cc1OC (stereo not drawn)	-1.4	-2.1	-1.6	9.3	12.5	-2.7	1.2	-2.2	-12.5	5.3
COC(=O)c1ccsc1NS(=O)(=O)c1ccccc1	-3.1	4.3	-8.3	26.6	-1.4	0.3	-1.4	2.3	1.4	-8.5
C#CCNC(=O)C1=C[C@H](c2ccc(C#C)cc2)C[C@H](OCc2ccc(CO)cc2)O1	-6.2	-2.6	-6.7	26.1	-7.0	-3.1	1.8	/	7.0	7.4
COc1ccc(NC(=O)CSc2nc3c(c(-c4cccs4)c2C#N)CN(C)CC3)cc1OC	-1.2	2.5	-18.6	5.8	-19.8	-1.6	6.9	/	19.8	-8.3
C=CCNc1nc(-c2ccc([N+](=O)[O-])cc2)cs1	-6.5	3.9	-20.3	6.6	-23.7	3.1	-1.6	0.8	23.7	-18.9
COc1c(NC(C)=O)c2c(c([N+](=O)[O-])c1OC)C(=O)OC2	-4.8	1.8	-3.6	4.5	14.5	2.9	1.1	-0.9	-14.6	-4.4
Cn1cc(S(=O)(=O)Nc2ccc3c(c2)OCCO3)cn1	5.5	-3.4	-21.8	-6.4	0.0	-2.1	0.0	-2.1	0.0	4.2
O=C(CSc1nnc(CNC(=O)c2ccccc2)o1)c1ccccc1	-8.0	-11.6	0.7	-5.2	7.8	-1.1	-0.1	-0.5	-7.8	9.7
Oc1ccc(Cl)cc1Sc1cc(Cl)ccc1O	1.3	-3.2	4.0	47.1	-15.5	3.8	1.5	1.3	15.5	14.4
COCCNCC(=O)N1CCCCCC1	5.9	-7.5	-3.4	8.7	15.7	1.9	1.4	0.6	-15.7	-2.8
COc1cc(C)ccc1S(=O)(=O)N1CCCCCC1	-2.7	6.1	-1.1	-26.7	-19.3	-3.5	-0.1	-2.2	19.3	-6.6
O=C(N/N=C/c1sc(=O)[nH]c1-[n+]1ccc2ccccc2c1)c1ccccc1[O-]	2.3	0.2	-105.8	15.3	9.8	-1.7	5.1	4.6	-9.8	2.1
CCOc1ccc(C2c3c(oc4ccccc4c3=O)C(=O)N2CCCN2CCOCC2)cc1OCC (stereo not drawn)	-3.0	-4.1	-6.1	-4.9	8.8	0.5	-0.2	/	-8.8	-8.2
COc1ccc(C(=O)c2cnc3ccccc3c2-c2ccccc2)cc1	3.5	-2.8	-2.1	19.8	-36.4	-4.8	-0.2	-0.3	36.4	0.3

Nothing new here: entries from further up.
SMILES	Keap1-Nrf2 PPI	PKA-R2B activ	RTF Ca sens inh	Arrestin-AP2 inh	SR-BI DiI-HDL act	DAGLB inh	C-LANA FP	NSD2 inh	SR-BI HDL uptake	PvdQ acylase
C=CCN(c1ccccc1)S(=O)(=O)c1cccc(C(=O)Oc2ccc3c(C)cc(=O)oc3c2)c1	-5.1	-0.9	-13.3	-11.1	8.7	4.4	3.4	-5.3	-8.7	-13.9
CC(C)(C)n1nnnc1C(c1cccc(C#N)c1)N1CCCc2ccccc21 (stereo not drawn)	-4.7	-18.7	0.3	-0.9	-40.2	-2.0	-0.5	/	40.2	8.6
